PV pol inh: inhibitors of poliovirus RNA polymerase binding and polymerization; P03300; poliovirus polymerase elongation, fluorescence polarization; stronger effect = lower value; % elongation, % (compound at 16.7 µg/mL); 0.66% of 150,000 active; AID 588519; in the data active = % elongation below about 90%; note: some results filed as inactive read as strong as hits
Target sequence (P03300 1749-2209 limits assumed): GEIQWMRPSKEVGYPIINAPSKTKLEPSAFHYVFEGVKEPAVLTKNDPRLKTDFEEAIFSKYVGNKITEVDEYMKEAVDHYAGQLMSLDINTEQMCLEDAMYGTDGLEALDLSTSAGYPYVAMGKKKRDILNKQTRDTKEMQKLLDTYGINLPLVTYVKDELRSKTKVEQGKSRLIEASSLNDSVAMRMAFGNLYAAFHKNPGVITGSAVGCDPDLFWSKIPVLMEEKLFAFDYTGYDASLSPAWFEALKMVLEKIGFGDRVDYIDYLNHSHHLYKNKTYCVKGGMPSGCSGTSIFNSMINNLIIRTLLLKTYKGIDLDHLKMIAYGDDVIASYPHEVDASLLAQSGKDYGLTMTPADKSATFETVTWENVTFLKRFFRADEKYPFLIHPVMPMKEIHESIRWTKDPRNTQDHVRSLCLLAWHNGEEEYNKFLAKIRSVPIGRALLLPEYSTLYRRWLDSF
PV pol inh FP z-score: also measured in PV pol inh; calls as there; z-score; measured here: FP z-score; hits read low
Starred values were filed as active, the others as inactive. These rows are one share of the data (hit frequency here may not be typical).

Cc1ccccc1C(=O)NCCc1csc(-c2ccc(C(F)(F)F)cc2)n1 was read as PV pol inh 111 and PV pol inh FP z-score 0.9.
For Cc1ccc(S(=O)(=O)NCCc2nnc3ccc(SCc4cccc(F)c4)nn23)cc1 the results were PV pol inh 114 and PV pol inh FP z-score 1.
For CC1(C)Cc2nc(N3CCCC3)c(C#N)cc2CO1 the results were PV pol inh 104 and PV pol inh FP z-score 0.
For Cn1c(=O)c2c(nc(Br)n2CC(=O)c2ccccc2)n(C)c1=O the results were PV pol inh 107 and PV pol inh FP z-score 0.4.
For CCOc1ccc(CNC(=O)Cn2ncc3c(=O)oc4ccc(C)cc4c32)cc1 the results were PV pol inh 104 and PV pol inh FP z-score -0.1.
`CCOC(=O)c1cn(CC)c2c(ccc3ccccc32)c1=O` gave PV pol inh 101 and PV pol inh FP z-score -0.2.
Screening COC(=O)c1ccccc1NC(=O)Cn1c(=O)c2ccccc2n2nncc12 returned PV pol inh 99 and PV pol inh FP z-score -1.
For COC(=O)c1ccc(Cl)cc1NC(=O)NC(C)c1c(-n2cccc2)sc(C)c1C (stereo unspecified) the results were PV pol inh 110 and PV pol inh FP z-score 0.1.
For O=C(Nc1nc2ccccc2s1)NC1CCCCC1 the results were PV pol inh 100 and PV pol inh FP z-score -0.5.
O=C(Nc1nn[nH]n1)c1cc(F)c(F)cc1Cl was read as PV pol inh 103 and PV pol inh FP z-score 0.6.
`CN(CC(=O)NCc1ccccc1)c1nnc(N2CCCC2=O)s1` gave PV pol inh 106 and PV pol inh FP z-score 1.1.
Screening COc1ccc(N2CCN(C(=O)c3ccc4c(=O)n(CCc5ccc(OC)c(OC)c5)c(=O)[nH]c4c3)CC2)cc1 returned PV pol inh 110 and PV pol inh FP z-score 0.6.
COc1ccc(CN(Cc2ccco2)C(=O)COc2ccc(Cl)cc2C)cc1 was read as PV pol inh 107 and PV pol inh FP z-score 0.1.
CN1CCC(N(C)C(=O)NC2CC(=O)N(c3cccc(F)c3)C2)CC1 (stereo unspecified) was read as PV pol inh 106 and PV pol inh FP z-score 1.1.
Screening COc1ccc(C(=O)N2CCN(C)CC2)cc1OC returned PV pol inh 105 and PV pol inh FP z-score 1.
Screening O=C(CSC1CCCC1)NCC1CCCCC1 returned PV pol inh 100 and PV pol inh FP z-score -0.1.
For CC1CCCCC1NC(=O)COc1ccc(C#N)cc1 (stereo unspecified) the results were PV pol inh 103 and PV pol inh FP z-score 0.5.
For COC1=CC23CCN(C)C(Cc4ccc(OC)c(O)c42)C3=CC1=O (stereo unspecified) the results were PV pol inh 102 and PV pol inh FP z-score 0.1.
`O=C(NCCc1ccncc1)Nc1c[nH]c2ccccc2c1=O` gave PV pol inh 104 and PV pol inh FP z-score 0.4.
`Cc1ccccc1Nc1nc(N)nc(COC(=O)C23CC4CC(CC(O)(C4)C2)C3)n1` gave PV pol inh 105 and PV pol inh FP z-score 0.
Screening CN(C)C(=Nc1ccccc1)P(=O)(c1ccccc1)N(C)C (stereo unspecified) returned PV pol inh 99 and PV pol inh FP z-score -0.3.
Screening Cc1ccc(C)n1-c1sccc1C(=O)Oc1ccc2c(c1)OCO2 returned PV pol inh 109 and PV pol inh FP z-score 0.7.
`COc1cc(C(=O)NN)ccc1-c1ccc(C(=O)NN)cc1` gave PV pol inh 101 and PV pol inh FP z-score -0.3.
Screening Nc1ccc2[nH]c3ccccc3c2c1 returned PV pol inh 93 and PV pol inh FP z-score -2.2.
O=C(Nc1ccc(-n2nncc2-c2ccccc2)cc1)c1cccc(F)c1 was read as PV pol inh 105 and PV pol inh FP z-score -0.6.
For Cc1nc(C(F)(F)F)nc(Sc2cccc(C(F)(F)F)c2)c1C the results were PV pol inh 102 and PV pol inh FP z-score -0.4.
`CCCCN1C(=O)c2ccc(C(=O)OCC(=O)N3CCN(c4ccccc4)CC3)cc2C1=O` gave PV pol inh 102 and PV pol inh FP z-score 0.
O=C(CCc1nc2ccccc2s1)OCC(=O)c1ccco1 was read as PV pol inh 115 and PV pol inh FP z-score 1.
Screening COC(=O)c1ccc(NC(=O)CC(CC(=O)O)c2ccccc2)cc1 (stereo unspecified) returned PV pol inh 100 and PV pol inh FP z-score -0.3.
`O=C(COc1ccc(OCc2ccccc2)cc1)NC1CCOC1=O` (stereo unspecified) gave PV pol inh 101 and PV pol inh FP z-score 0.
For O=C(Nc1ccc(C(=O)N2CCCc3ccccc32)cc1)c1ccco1 the results were PV pol inh 97 and PV pol inh FP z-score -2.
For CC(C)(C)c1ccc(Cn2c(=N)n(CC(O)c3ccco3)c3ccccc32)cc1 (stereo unspecified) the results were PV pol inh 102 and PV pol inh FP z-score 0.2.
`CNc1ccc2cccc(Oc3ccc4cccc(O)c4n3)c2n1` gave PV pol inh 100 and PV pol inh FP z-score -0.3.
Screening COc1ccc(C(CC(=O)NCc2cccnc2)N2Cc3ccccc3C2=O)cc1 (stereo unspecified) returned PV pol inh 100 and PV pol inh FP z-score -1.2.
For O=C(COc1ccc(Cl)cc1Cl)NC1CCS(=O)(=O)C1 (stereo unspecified) the results were PV pol inh 101 and PV pol inh FP z-score -0.5.
For O=C(/C=C/c1ccco1)Nc1ccc(N2CCOCC2)cc1 the results were PV pol inh 105 and PV pol inh FP z-score 0.3.
`Cc1ccnc(NC(=O)CCC(=O)O)c1` gave PV pol inh 101 and PV pol inh FP z-score -0.3.
Screening COc1ccc(S(=O)(=O)Cc2ccc(C(=O)NC3CCCCC3)o2)cc1 returned PV pol inh 100 and PV pol inh FP z-score -0.7.
Screening CN(C)/C=N/c1ncnc2c1cnn2-c1ccccc1 returned PV pol inh 100 and PV pol inh FP z-score -0.3.
`CCOC(=O)C1CCN(S(=O)(=O)c2ccc(-c3cc(C(F)(F)F)no3)s2)CC1` gave PV pol inh 106 and PV pol inh FP z-score 3.

Some of these compounds in order of heavy-atom count, low to high.
For O=C(COc1ccc(Cl)cc1Cl)NC1CCS(=O)(=O)C1 (stereo unspecified) the results were PV pol inh 101 and PV pol inh FP z-score -0.5.
For O=C(/C=C/c1ccco1)Nc1ccc(N2CCOCC2)cc1 the results were PV pol inh 105 and PV pol inh FP z-score 0.3.
For Cc1nc(C(F)(F)F)nc(Sc2cccc(C(F)(F)F)c2)c1C the results were PV pol inh 102 and PV pol inh FP z-score -0.4.

More entries.
O=C(Oc1ccc2c(c1)OCO2)N1CCOCC1 was read as PV pol inh 104 and PV pol inh FP z-score 1.1.
For COC(=O)c1ccccc1-c1ccc(-c2nc3sc4c(c3c(=O)[nH]2)CCCC4)o1 the results were PV pol inh 103 and PV pol inh FP z-score 0.2.
`C[n+]1c(/C=C/Nc2ccccc2)sc2ccccc21` gave PV pol inh 121 and PV pol inh FP z-score 1.5.
For O=C(NCCc1ccc(Cl)cc1)c1cc2c(=O)[nH]c3ccccc3c2s1 the results were PV pol inh 91 and PV pol inh FP z-score -5.8.
For CCOc1ccccc1OCCCCn1c(-c2ccc(Cl)cc2)nc2ccccc2c1=O the results were PV pol inh 104 and PV pol inh FP z-score -0.1.
N#Cc1c(N)cc(N)nc1SCc1ccc(Cl)c(Cl)c1 was read as PV pol inh 101 and PV pol inh FP z-score 0.
For O=C(NN1CCN(c2ccccc2)CC1)c1cc(Cl)sc1Cl the results were PV pol inh 101 and PV pol inh FP z-score 0.1.
Cn1c(=O)oc2cc(S(=O)(=O)NC(Cc3ccccc3)C(=O)NCc3ccco3)ccc21 (stereo unspecified) was read as PV pol inh 104 and PV pol inh FP z-score 0.8.
Cc1ccc(-n2cnc3ccccc32)cc1 was read as PV pol inh 101 and PV pol inh FP z-score 0.
For O=C1c2ccccc2S(=O)(=O)N1CCCCN1C(=O)c2ccccc2S1(=O)=O the results were PV pol inh 100 and PV pol inh FP z-score -0.4.
`c1ccn2c(c1)nc1c2nc2ccccn21` gave PV pol inh 101 and PV pol inh FP z-score 0.4.
Screening Cc1cccc(OC(=O)c2snnc2C)c1C returned PV pol inh 99 and PV pol inh FP z-score -0.5.
For Cc1nc2nc[nH]n2c(=O)c1NS(C)(=O)=O the results were PV pol inh 100 and PV pol inh FP z-score -0.1.
`N#Cc1c(N)n[nH]c1CCCNC(=O)c1oc2ccccc2c1CSc1ccc(Cl)cc1` gave PV pol inh 100 and PV pol inh FP z-score -0.2.
For COc1ccc(C(C(=O)NC2CCCC2)N(C(=O)c2ccn[nH]2)c2ccc(F)cc2)cc1OC (stereo unspecified) the results were PV pol inh 100 and PV pol inh FP z-score -0.4.
Screening CCC(=O)c1ccccc1OCC(=O)Nc1c(F)c(F)c(F)c(F)c1F returned PV pol inh 102 and PV pol inh FP z-score 0.2.
c1nncn1N=C1CCCCC1 was read as PV pol inh 103 and PV pol inh FP z-score 0.
For CCn1c(CCc2ccccc2)nnc1SCC(N)=O the results were PV pol inh 100 and PV pol inh FP z-score -0.9.
Cc1ccc(C)c(NC(=O)C2CCCN(S(=O)(=O)c3cccc4nsnc34)C2)c1 (stereo unspecified) was read as PV pol inh 109 and PV pol inh FP z-score 0.5.
Cc1ccc(C(=O)c2oc3ccccc3c2NC(=O)COc2ccc(C(C)(C)C)cc2)cc1 was read as PV pol inh 111 and PV pol inh FP z-score 1.

Grouped by structure: the compounds so far with a tert-butyl group.
For CC(C)(C)c1ccc(Cn2c(=N)n(CC(O)c3ccco3)c3ccccc32)cc1 (stereo unspecified) the results were PV pol inh 102 and PV pol inh FP z-score 0.2.
Cc1ccc(C(=O)c2oc3ccccc3c2NC(=O)COc2ccc(C(C)(C)C)cc2)cc1 was read as PV pol inh 111 and PV pol inh FP z-score 1.

Additional results.
For COc1ccc(OCCn2c(NC(=O)c3ccccc3Cl)nc3ccccc32)cc1 the results were PV pol inh 102 and PV pol inh FP z-score 0.2.
`Cc1cccn2c(N)c(-c3ccccc3)nc12` gave PV pol inh 102 and PV pol inh FP z-score 0.
CCCCOc1ccc(C(=O)Nc2ccc(-c3nc4ccccc4s3)cc2C)cc1 was read as PV pol inh 102 and PV pol inh FP z-score -0.5.
Screening Cc1ccc(NC(=O)C2CCN(S(=O)(=O)c3ccc4[nH]c(=O)ccc4c3)CC2)cc1C returned PV pol inh 113 and PV pol inh FP z-score 1.5.
`O=c1c2ccccc2nc(-c2ccc(F)cc2)n1NCc1ccccc1O` gave PV pol inh 100 and PV pol inh FP z-score -0.5.
Cc1cccc(NC(=O)CC2C(=O)OCCN2Cc2ccccc2)c1 (stereo unspecified) was read as PV pol inh 103 and PV pol inh FP z-score -0.5.
COc1ccc(C2C(=O)N(CCc3ccccc3)CC(=O)N2Cc2ccc3c(c2)OCO3)cc1 (stereo unspecified) was read as PV pol inh 99 and PV pol inh FP z-score -0.4.
COc1ccccc1CN(C)C(=O)c1cc(C)nc2ccccc12 was read as PV pol inh 91 and PV pol inh FP z-score -2.
Screening Cn1c(=O)[nH]c(=O)c2[nH]c(NCCO)nc21 returned PV pol inh 100 and PV pol inh FP z-score -0.2.
For COc1ccccc1NC(=O)Nc1ccnn1C1CCCCC1 the results were PV pol inh 103 and PV pol inh FP z-score -0.1.
`Cn1c(=O)n(C)c2cc(N3CCOCC3)c(NS(=O)(=O)c3cccc(C#N)c3)cc21` gave PV pol inh 99 and PV pol inh FP z-score -1.4.
COc1ccc(NC(c2ccccn2)c2oc(CO)cc(=O)c2O)cc1 (stereo unspecified) was read as PV pol inh 101 and PV pol inh FP z-score -0.1.
CCCC(C)C(=O)Nc1ccc(S(N)(=O)=O)cc1 (stereo unspecified) was read as PV pol inh 101 and PV pol inh FP z-score -0.5.
For CCN(CC)S(=O)(=O)c1ccc(N2C(=O)Nc3ccccc3N2O)cc1 the results were PV pol inh 103 and PV pol inh FP z-score 1.5.
For Fc1ccc(-c2cn3cccc(OCc4ccc(Cl)c(Cl)c4)c3n2)cc1 the results were PV pol inh 106 and PV pol inh FP z-score 0.2.
For COc1ccc(C2CC(=O)C(C=NC3CCCC3)=C(O)C2)cc1 (stereo unspecified) the results were PV pol inh 101 and PV pol inh FP z-score -0.3.
For CN(C)c1ccc(Nc2nc3ccccc3nc2NS(=O)(=O)c2cccs2)cc1 the results were PV pol inh 99 and PV pol inh FP z-score -0.1.
For CC(NC(=O)c1cc(=O)[nH]c2ccc(S(=O)(=O)N3CCOCC3)cc12)C12CC3CC(CC(C3)C1)C2 (stereo unspecified) the results were PV pol inh -9.0* and PV pol inh FP z-score -11*.
`Cc1c(N=CC(O)CN2CC3CC(C2)c2cccc(=O)n2C3)c(=O)n(-c2ccccc2)n1C` (stereo unspecified) gave PV pol inh 93 and PV pol inh FP z-score -0.9.

Random excerpt: five compounds from above
COc1ccc(NC(c2ccccn2)c2oc(CO)cc(=O)c2O)cc1 (stereo unspecified) was read as PV pol inh 101 and PV pol inh FP z-score -0.1.
For CC(NC(=O)c1cc(=O)[nH]c2ccc(S(=O)(=O)N3CCOCC3)cc12)C12CC3CC(CC(C3)C1)C2 (stereo unspecified) the results were PV pol inh -9.0* and PV pol inh FP z-score -11*.
COc1ccccc1CN(C)C(=O)c1cc(C)nc2ccccc12 was read as PV pol inh 91 and PV pol inh FP z-score -2.
Screening Cc1ccc(NC(=O)C2CCN(S(=O)(=O)c3ccc4[nH]c(=O)ccc4c3)CC2)cc1C returned PV pol inh 113 and PV pol inh FP z-score 1.5.
`Cc1cccn2c(N)c(-c3ccccc3)nc12` gave PV pol inh 102 and PV pol inh FP z-score 0.

Screens deposited in PubChem BioAssay by ICCB-Longwood Screening Facility, Harvard Medical School.
